# Screening data: PubChem BioAssay, Sanford-Burnham Center for Chemical Genomics
# MKP-3 inhibition: MKP-3 phosphatase inhibitors, primary screen, biochemical, rat enzyme, in vitro (AID 425). recombinant MKP-3 phosphatase activity, fluorescence; higher % means a stronger effect. one-dose inhibition, % at 20 µM; IC50 in µM for titrated hits. actives 0.17% (n = 110,000); in the data active means inhibition above about 50%;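 further: plate controls were vehicle for no effect and reference inhibitor for full effect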
# Hsp70 inhibitors: small molecules displacing fluorescent ligand from Hsp70 – biochemical, fluorescence polarization, primary screen (AID 583); Hsp70 fluorescence polarization probe displacement, mP; higher % means a stronger effect; actives 0.06% (n = 140,000); displacement, % at 20 µM, or IC50 in µM where a hit was titrated; in the data active means displacement above about 50%;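 further: plate controls were vehicle for no effect and reference ligand for full effect; a part of the inactive calls stands beside numbers as strong as those of hits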
# Starred values were filed as active, the others as inactive; x = no result given; & = joins results of further samples. This is a subset (hit frequency here may not be typical).
item	Structure	Hsp70 inhibitors	MKP-3 inhibition
1	CCn1c(NCc2c[nH]c3ccccc23)nc2ccccc21	-5.4%	x
2	C/C(NC(=O)c1ccccc1F)=C1\C(=O)C[C@@H]2[C@H]1C2(C)C	0.1%	-2.0%
3	COC(=O)CN1C(=O)c2cccc3cccc(c23)C1=O	6.5%	-1.6%
4	C/C(=N\NC(=O)c1ccc(Cl)cc1O)c1ccc(Cl)cc1	1.6%	1.5%
5	CCOC(=O)N1CCN(C(=O)Cn2ncc3c2-c2ccccc2OC3)CC1	3.3%	-7.1%
6	CCOC(=O)CC1(c2ccccc2)SC(NC(C)=O)=NN1C(C)=O (centres undefined)	-3.4%	-2.0%
7	CCOc1ccc(C(=O)Nc2cccc(OC)c2)cc1Cl	-2.9%	4.6%
8	Cc1nn(-c2ccccc2)c(Cl)c1C1C(C#N)=C(N)Oc2c1c(C)nn2-c1ccccc1 (centres undefined)	0.2%	x
9	CCOc1ccc2c(CC)cc(=O)oc2c1	0.3%	2.2%
10	COc1ccc(Nc2nc3ccccc3c(=O)s2)c(OC)c1	0.6%	-10.4%
11	COc1cccc(NC(=O)C2C3C=CC4(O3)C2C(=O)N(C2CC2)C4C(=O)NC2CCCCC2C)c1 (centres undefined)	0.8%	10.9%
12	N#Cc1c(C(F)(F)F)cc(-c2cccs2)nc1SCC(=O)Nc1ccc(S(N)(=O)=O)cc1	-2.1%	12.7%
13	COc1cc(/C=N/N2C(=O)C3C4C=CC(CC4)C3C2=O)cc(I)c1O (centres undefined)	-1.6%	1.9%
14	COC(=O)c1ccc(Oc2cc(C)nc(SC)n2)cc1	-0.9%	-9.5%
15	CSCCC(NC(=O)c1c(C)oc2c1CCCC2)C(=O)O (centres undefined)	-4.3%	5.6%

# Seven entries out of the list above, arranged by the value under MKP-3 inhibition, smallest number first.
item	Structure	Hsp70 inhibitors	MKP-3 inhibition
14	COC(=O)c1ccc(Oc2cc(C)nc(SC)n2)cc1	-0.9%	-9.5%
2	C/C(NC(=O)c1ccccc1F)=C1\C(=O)C[C@@H]2[C@H]1C2(C)C	0.1%	-2.0%
3	COC(=O)CN1C(=O)c2cccc3cccc(c23)C1=O	6.5%	-1.6%
4	C/C(=N\NC(=O)c1ccc(Cl)cc1O)c1ccc(Cl)cc1	1.6%	1.5%
7	CCOc1ccc(C(=O)Nc2cccc(OC)c2)cc1Cl	-2.9%	4.6%
15	CSCCC(NC(=O)c1c(C)oc2c1CCCC2)C(=O)O (centres undefined)	-4.3%	5.6%
11	COc1cccc(NC(=O)C2C3C=CC4(O3)C2C(=O)N(C2CC2)C4C(=O)NC2CCCCC2C)c1 (centres undefined)	0.8%	10.9%

# (further entries)
item	Structure	Hsp70 inhibitors	MKP-3 inhibition
16	O=C(CSc1nnc(-c2cccs2)n1-c1ccccc1)c1ccc(Cl)cc1	-3.9%	4.4%
17	COc1ccc(-c2noc(COc3cccc(C)c3)n2)cc1OC	7.2%	-1.8%
18	O=C(/C=C/c1ccc([N+](=O)[O-])cc1)NCCSCc1ccccc1Cl	0.9%	2.3%
19	Cc1ccc(S(=O)(=O)NC(=O)Nc2ncc3c(n2)CC(c2ccco2)CC3=O)cc1 (centres undefined)	2.9%	-7.5%
20	COc1ccc2oc(=O)c(-c3nc4ccccc4o3)cc2c1	3.6%	x
21	O=S(=O)(Nc1ccc(-c2nc3ccccc3o2)cc1)c1ccccc1	-2.5%&-4.1%	4.9%&3.2%
22	Cc1cc(Oc2ccc(C#N)cc2)nc(NCc2ccccc2)n1	-4.9%	x
23	CCOC(=O)c1c(C)nc2n(CCN3CCOCC3)c3ccccc3n12	-4.7%	0.2%
24	O=C(COC(=O)c1ccccc1F)c1ccc(-n2nncc2-c2ccco2)cc1	1.4%	-13.3%
25	Cc1cc(NC(=O)Cn2nc3c(cc2=O)CCCC3)ccc1Br	-4.8%	5.2%
26	Cc1cc(C)cc(N2C(=O)CC(N(C(=O)c3ccco3)c3cc(C)cc(C)c3)C2=O)c1 (centres undefined)	2.7%	x
27	COc1cccc(-n2nnnc2SCC(=O)N2CCCc3ccccc32)c1	1.1%	-8.0%
28	COc1ccc(Oc2ccc(S(=O)(=O)N3CCCCC3)cc2S(=O)(=O)N2CCCCC2)cc1	x	-6.8%
29	O=C(CSc1nc2ccc(N3C(=O)c4ccccc4C3=O)cc2s1)NCCOc1ccc(Cl)cc1	1.5%	1.9%
30	O=C(c1ccncc1)N1CCN(C(c2ccccc2)c2ccccc2)CC1	5.1%	1.1%

# Further records
item	Structure	Hsp70 inhibitors	MKP-3 inhibition
31	CS(=O)(=O)c1ccc(N2CCOCC2)c(S(C)(=O)=O)c1	-2.7%	-1.8%
32	CC(=O)Nc1ccc(-c2csc(NC(=O)c3ccc(C)o3)n2)cc1	0.8%	x
33	COc1ccc(OCC(=O)O/N=C(\N)Cc2ccc(Cl)cc2)cc1	0.8%	x
34	CC(C)CN1C(=O)c2ccc(C(=O)NN3C(=O)c4ccccc4C3=O)cc2C1=O	-2.7%	3.5%
35	COc1ccc(CNC(=O)N2CCOCC2)cc1	2.1%	-4.5%
36	COC(=O)c1ccc(Cl)c(NC(=O)NC23CC4CC(CC(C4)C2)C3)c1	5.6%	x
37	Cc1ccc(CN(CC2CCCO2)C(=O)CN2C(=O)C(C(C)C)Oc3ccccc32)o1 (centres undefined)	2.4%	2.2%
38	O=C(Cn1c(=O)sc2ccccc21)Nc1ccc(S(=O)(=O)N2CCCCC2)cc1	1.1%	x
39	CCOc1ccc(N(Cc2ccc(C(=O)NC(C)CC)cc2)S(=O)(=O)c2ccc(C)cc2)cc1 (centres undefined)	-3.0%	2.7%
40	COc1ccccc1OCc1ccc(C(=O)N(C)C)o1	1.3%	x
41	COc1ccc(CCNC(=O)C2CCCC2)cc1OC	1.3%	0.2%
42	O=c1cc(CN2CCN(c3cccc(Cl)c3)CC2)c2cc3c(cc2o1)CCCC3	0.0%	x
43	Cc1ccc(CNC(=O)CCS(=O)(=O)c2ccc(Br)s2)o1	3.7%	4.3%
44	CCN1CCN(C(=O)C2=C(C(=O)O)CCCC2)CC1	18.8%	-9.6%
45	CCOC(=O)N1CCN(S(=O)(=O)c2cc(Cl)c(OC)cc2Cl)CC1	3.5%	-9.3%

# More structures.
item	Structure	Hsp70 inhibitors	MKP-3 inhibition
46	O=C(Nc1nnc(C2CCCCC2)s1)c1ccc(Br)s1	-0.5%	-7.7%
47	Oc1cc(N=C/C=C/c2ccc(Cl)cc2)ccc1-c1nc2ccccc2o1	3.6%	1.3%
48	Cc1ccc(C(=O)NCCc2ccncc2)cc1	0.6%	x
49	COc1ccc(C2=CC(c3ccc(F)cc3)n3nnnc3N2)cc1 (centres undefined)	1.3%	-12.9%
50	CCCOc1ccc(-c2ccc(-c3noc(CC)n3)cc2)cc1	-0.1%	1.5%
51	O=C(c1ccc(F)c(F)c1)N1CCN(c2cc(N3CCOCC3)c(F)cc2[N+](=O)[O-])CC1	2.8%	3.3%
52	CCCC(=O)NCCCc1nc2ccccc2n1C	-4.1%	-3.2%
53	OC(CN1CCNCC1)Cn1c2ccccc2c2ccccc21 (centres undefined)	0.5%	1.5%
54	COc1ccc(C(=O)CSc2nnc(SCC(=O)c3ccc(OC)cc3)n2-c2ccccc2)cc1	-6.2%	2.7%
55	COc1cc(C(=O)NC(NC(=S)Nc2ccc(Cl)cc2)C(Cl)(Cl)Cl)cc(OC)c1OC (centres undefined)	1.4%	5.3%
56	N#Cc1c(N)nc2c(c1-c1ccco1)CCCCC2	-3.0%&10.8%	1.4%
57	CC(=O)NN=C1CC(C)(C)NC(C)(C)C1	2.3%	0.2%
58	CCOC(=O)c1ccc(NC(=O)CN2CCN(c3ccccc3)CC2)cc1	3.0%	-2.3%
59	CCOC(=O)N1CCN(CC(=O)c2ccc3c(c2)CCN3C(C)=O)CC1	-6.6%	-2.5%
60	O=C(Nc1ccc(Cl)cc1Cl)c1nn2c(c1Cl)NC(c1ccc(Cl)cc1)CC2C(F)(F)F (centres undefined)	1.9%	-2.6%

# Further records:
item	Structure	Hsp70 inhibitors	MKP-3 inhibition
61	Oc1cnc(Nc2nc3ccccc3s2)[nH]1	-0.1%	4.5%
62	CCOc1ccccc1NC(=O)Cn1c(=O)n(CCC(=O)NC2CCCC2)c(=O)c2ccccc21	x	0.7%
63	O=C(c1ccco1)N(CCCN1CCOCC1)c1nc(-c2ccc(Cl)cc2)cs1	-6.1%	1.7%
64	C=CCSc1nc(N)c(C#N)c(-c2ccccc2)c1C#N	-3.8%	-3.8%
65	COc1ccc(C(=O)c2ccc(OC)cc2OC)c(OC)c1	0.4%	0.5%
66	O=C(CSc1nnc(-c2ccncc2)n1-c1ccccc1)c1ccc(F)cc1	6.9%	-2.7%
67	Cc1nonc1NC(=O)CSc1nnc(-c2ccoc2C)n1-c1cccc(Cl)c1	-2.6%	x
68	CCOC(=O)C1CCN(C(=O)/C=C/c2ccccc2OC)CC1	-1.5%	x
69	CCN1CCCC1CN=Cc1c(O)n(-c2ccccc2)c(=O)c2ccccc12 (centres undefined)	7.9%	-4.9%
70	Cc1c(C)c(C)c(C=C2C(=O)c3ccccc3C2=O)c(C)c1C	1.5%	-2.2%
71	Cc1nc2cc(-c3ccccc3Cl)[nH]n2c(=O)c1Cl	-3.3%	2.8%
72	Cc1cc(C)c(C(=O)CSc2n[nH]c(=O)n2C2CC2)cc1C	0.8%	-5.4%
73	COCCn1nnnc1C(c1ccc(OC)c(OC)c1)N1CCN(c2nc3ccccc3s2)CC1 (centres undefined)	5.0%	-5.4%
74	Cc1nn(-c2ccc(F)cc2)c2nc(N)c(C#N)c(-c3cccs3)c12	-0.7%	1.7%
75	O=C(O)C1CSC(CCc2ccccc2)N1 (centres undefined)	1.0%	-7.2%

# From compound 69 as far as 71, as listed above:
item	Structure	Hsp70 inhibitors	MKP-3 inhibition
69	CCN1CCCC1CN=Cc1c(O)n(-c2ccccc2)c(=O)c2ccccc12 (centres undefined)	7.9%	-4.9%
70	Cc1c(C)c(C)c(C=C2C(=O)c3ccccc3C2=O)c(C)c1C	1.5%	-2.2%
71	Cc1nc2cc(-c3ccccc3Cl)[nH]n2c(=O)c1Cl	-3.3%	2.8%

# Remaining list, next part:
item	Structure	Hsp70 inhibitors	MKP-3 inhibition
76	CCOC(=O)CNC(=O)CSc1nnc(-c2ccco2)n1Cc1ccco1	4.6%	-6.0%
77	CC1CC(C)CN(Cc2nc3c(c(=O)n(C)c(=O)n3C)n2CCN2CCOCC2)C1 (centres undefined)	9.1%	5.6%
78	CCS(=O)(=O)N1CCC(NC(=O)C2CCCCC2)CC1	0.4%	-14.0%
79	NC(=O)c1c(NC(=O)c2cccs2)sc2c1CCCCCC2	0.4%	0.2%
80	O=C(CSc1nnc(-c2ccccc2)o1)OCc1ccccc1	1.5%	-18.1%
81	CCOC(=O)N1CCC(N2C(=O)c3ccccc3C2Nc2cc(OC)c(OC)c(OC)c2)CC1 (centres undefined)	2.9%	-3.1%
82	O=C(Cc1cccs1)Nc1nnc(Cc2ccccc2)s1	3.8%	x
83	CCc1cc(=O)oc2cc(OCC(C)=O)ccc12	-1.0%	3.4%
84	CCN(C(=O)CSc1nnc(Cn2nnc3ccccc32)o1)c1nc(-c2ccccc2)cs1	7.1%	-1.6%
85	O=C(CCCNS(=O)(=O)c1cccc2nsnc12)N1CCCCC1	-8.7%	0.2%
86	S=C(NCCC(c1ccccc1)c1ccccc1)Nc1ccc(Cl)cc1Cl	-3.2%	2.6%
87	CN(C(=S)Nc1ccccc1F)C1(c2ccccc2Cl)CCCCC1=O (centres undefined)	-9.3%	x
88	COc1ccc(-c2nc(C#N)c(N3CCC(C(N)=O)CC3)o2)cc1	1.2%	x
89	COc1ccc(C2C(C(=O)c3ccccc3)C(=O)CC(C)(O)C2C(=O)c2ccccc2)cc1 (centres undefined)	4.8%	5.1%
90	Cc1sc(NC(=O)Cc2ccccc2)c(C(N)=O)c1C	-6.3%	0.0%
91	Cc1ccc(NC(=O)c2ccccc2F)nc1	-0.7%	-5.7%
92	COC(=O)c1c(C)oc2ccc(OCc3cc(C)ccc3C)cc12	4.0%	2.5%

# A second format for part of the listing above.
76. CCOC(=O)CNC(=O)CSc1nnc(-c2ccco2)n1Cc1ccco1
88. COc1ccc(-c2nc(C#N)c(N3CCC(C(N)=O)CC3)o2)cc1
87. CN(C(=S)Nc1ccccc1F)C1(c2ccccc2Cl)CCCCC1=O (centres undefined)
78. CCS(=O)(=O)N1CCC(NC(=O)C2CCCCC2)CC1
91. Cc1ccc(NC(=O)c2ccccc2F)nc1

assay / compound | 76 | 88 | 87 | 78 | 91
Hsp70 inhibitors | 4.6% | 1.2% | -9.3% | 0.4% | -0.7%
MKP-3 inhibition | -6.0% | x | x | -14.0% | -5.7%
